CXXC DNA block: blocks binding of human MLL CXXC domain to DNA; Q03164; MLL-CXXC / FITC-HOXA9 DNA fluorescence polarization; Potency, µM (series often up to 115 µM), without a hit: at the highest dose activity change, negative = inhibition, hits mostly inhibitors; 0.037% of 290,000 active; AID 2662; active means well fitted inhibition curve with a large enough effect in the polarisation, with a control signal flat, not every such curve was filed as active; inconclusive means small, poorly fitted or top-dose-only effect, or effect the other way, or a change in a side signal; inactive means no such curve, though single readings can be large or run the other way; the % refers to the polarisation; further: potency means the concentration at half of the fitted maximal effect
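Fluorescence polarization: 7 uM MLL-CXXC (stock) preincubated 5 min with compounds, then 50 nM fluorescein-HOX-A9 DNA (stock) added; 30 min ambient. Buffer 50 mM Tris-HCl pH 7.5, 50 mM NaCl, 1 mM DTT, 0.05% BSA.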
AT treatment: candidate therapy for ataxia-telangiectasia. […] A-T fibroblasts, KAP-1 phosphorylation AlphaLISA; neocarzinostatin DNA damage 30 min before lysis. 0.19% of 320,000 active. AID 485349. Potency, µM (titrated, usually from 57.5 µM), for the others: at the highest dose activation, hits mostly activators; further: potency means the concentration at half of the fitted maximal effect; % of control where 0% means no effect; nearly all actives have a fitted effect of over 45% in size
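hTERT-immortalized A-T patient fibroblasts ([…]), 500 cells/well in OPTI-MEM, 1% FBS, got compounds for 60 min, then NCS for 30 min at 37C. Lysates were then assayed for phospho-KAP-1 by AlphaLISA (anti-pKAP1 donor, anti-KAP1 acceptor beads), 6 hr at 25C.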
Giardia kill: kills Giardia lamblia | Giardia lamblia trophozoite viability | activity change, % at 7.66 µM, hits read low | 0.15% of 340,000 active; in the data active means activity change below about -80%; inconclusive means between about -30% and that limit;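 further: parasites exposed to compound for two days anaerobically before the ATP read; on the % scale 0 is the no-effect control and ±100 the full control effect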
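Luminescent ATP signal served as the viability read-out, measured 15-30 min after adding ATP detection reagent to trophozoites that had been incubated with compounds for 48 hrs at 37 deg C anaerobically at 100 cells/well.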
GALK inhibitor: inhibitors of human galactokinase; P51570; Purified GALK, Kinase-Glo residual ATP luminescence; Potency, µM (series often up to 57.5 µM), for inactives: at the highest dose activity change, negative = inhibition, actives largely listed as inhibitors; 0.007% of 270,000 active; AID 1868; further: potency means the concentration at half of the fitted maximal effect; on the % scale 0 is the no-effect control and ±100 the full control effect
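ATP-depletion format; final 35 uM ATP, 100 uM D-galactose, 5 nM enzyme; pH 8.0 HEPES/Mg2+ buffer; 60 min RT; luminescence read 10 min after detection reagent.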
Coupling enz: counter-screen for Giardia aldolase inhibitors: coupling enzyme system; activity change, negative = inhibition, % at 58.2 µM, hits read low; 0.67% of 290,000 active; coupling enzyme system counterscreen, AmpLite Red fluorescence; in the data active means activity change below about -30%; further: on the % scale 0 is the no-effect control and ±100 the full control effect
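Coupling enzymes only (glyceraldehyde-3-phosphate) + compound, at 57.5 uM final, 10 min RT; add substrate/coupling/AmpLite Red mix, 20 min RT; fluorescence ex 525/em 598 nm. Actives flag coupling-system interference.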
Tb PFK inh: T. brucei PFK enzyme inhibition | O15648 | T. brucei PFK, ADP-Glo luminescence | Potency, µM (highest dose often 57.5 µM), without a hit: at the highest dose activity, negative = inhibition, hits mostly inhibitors | 0.17% of 330,000 active;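 further: potency means the concentration at half of the fitted maximal effect; 0% = uninhibited 1x PFK enzyme wells and -100% = no-enzyme wells; nearly all actives have a fitted effect of over 60% in size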
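PFK 1.25 nM, F6P 0.5 mM, ATP 0.1 mM, 0.1 M TEA pH 8.0, 5 mM MgCl2, 0.01% Tween20, 0.1% BSA; 45 min RT. ADP-Glo readout. qHTS titration up to 57 uM; curves fitted, compounds curve-classed.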
hERG WT inh: inhibitors of human wildtype KCNH2 potassium channel; Q12809; U2OS, BacMam KCNH2, thallium flux FluxOr; active compounds read low; activity change, % at 1.84 µM; 0.37% of 340,000 active; AID 720551;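 active means maximum activity change below -70%; inconclusive means maximum activity change between -70% and -50%; inactive means maximum activity change above -50%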; further: on the % scale 0 is the no-effect control and ±100 the full control effect
Target sequence (Q12809 whole entry, looked up): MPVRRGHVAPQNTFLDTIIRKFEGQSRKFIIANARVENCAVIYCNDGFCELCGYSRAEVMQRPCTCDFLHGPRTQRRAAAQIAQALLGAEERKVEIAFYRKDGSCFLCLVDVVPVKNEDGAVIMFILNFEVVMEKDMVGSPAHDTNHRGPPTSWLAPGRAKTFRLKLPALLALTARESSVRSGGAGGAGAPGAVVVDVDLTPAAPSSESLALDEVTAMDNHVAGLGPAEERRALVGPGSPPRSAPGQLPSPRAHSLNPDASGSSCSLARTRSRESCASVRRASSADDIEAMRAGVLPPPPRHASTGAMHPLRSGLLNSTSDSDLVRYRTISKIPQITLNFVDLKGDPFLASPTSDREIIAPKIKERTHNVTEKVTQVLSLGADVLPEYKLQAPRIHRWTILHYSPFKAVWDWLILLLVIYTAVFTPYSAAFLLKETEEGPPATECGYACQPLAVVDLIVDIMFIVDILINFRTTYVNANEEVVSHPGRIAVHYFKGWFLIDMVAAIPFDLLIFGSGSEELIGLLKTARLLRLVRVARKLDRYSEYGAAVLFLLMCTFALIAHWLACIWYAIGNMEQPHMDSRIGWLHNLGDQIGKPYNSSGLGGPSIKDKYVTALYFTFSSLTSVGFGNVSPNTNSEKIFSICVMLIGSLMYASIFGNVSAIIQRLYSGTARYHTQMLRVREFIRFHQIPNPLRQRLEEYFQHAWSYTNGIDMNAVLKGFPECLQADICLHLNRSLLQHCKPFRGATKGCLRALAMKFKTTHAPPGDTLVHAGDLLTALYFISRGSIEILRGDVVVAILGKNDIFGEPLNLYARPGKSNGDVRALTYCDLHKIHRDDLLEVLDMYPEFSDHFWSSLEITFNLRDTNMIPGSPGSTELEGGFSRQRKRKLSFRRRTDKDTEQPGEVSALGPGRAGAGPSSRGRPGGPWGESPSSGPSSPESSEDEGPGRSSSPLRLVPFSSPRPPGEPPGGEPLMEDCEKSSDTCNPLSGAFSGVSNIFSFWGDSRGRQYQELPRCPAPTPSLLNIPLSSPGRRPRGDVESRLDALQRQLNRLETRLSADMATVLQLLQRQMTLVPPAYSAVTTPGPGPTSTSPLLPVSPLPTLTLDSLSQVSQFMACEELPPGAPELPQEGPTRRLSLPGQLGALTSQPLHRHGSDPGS
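U2OS cells were transduced with wild-type KCNH2 virus (2.03 x 10^8 / mL) for 4 h at room temperature, then cultured overnight at 37 C. Thallium flux was read with FluxOr dye. Rate constants were normalized to DMSO controls.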
BCR signal inh: inhibitors of chronic active B-cell receptor signaling; 0.05% of 340,000 active; ABC-DLBCL IkBa-CBG/CBR reporter, luminescence ratio, 4 h; Potency, µM (titrated, usually from 46.1 µM), inactives show top-dose ratio change, negative = lower green/red ratio, most hits filed as inhibitors; active means well fitted inhibition curve with a large enough effect in the signal ratio, with a control signal flat, not every such curve was filed as active; inconclusive means small, poorly fitted or top-dose-only effect, or effect the other way, or a change in a side signal; the % refers to the signal ratio;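 further: potency means the concentration at half of the fitted maximal effect; plate controls were basal doxycycline-induced cells for no effect and cells given 10 µM MG132 for full effect; MG132 reads +100%, hits lower the ratio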
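Doxycycline induced both beetle luciferases in TMD8 lymphoma cells; IKK-driven degradation limits the IkappaBalpha-fused green signal, while red luminescence normalises for cell number and nonspecific effects. Compounds tested up to 46 uM, 4 hrs.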
TCR activator: activates T cell receptor signaling; primary human leukocytes, anti-CD3, IL-2 HTRF, 48 h; Potency, µM (doses to about 9.22 µM), for the others: at the top dose activation of IL-2 secretion, actives largely listed as activators; 330,000 tested, under 10 active; AID 504894; further: % of control where 0% means no effect
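Readout: HTRF IL-2, Eu-cryptate/d2 antibody pair, 320nm excitation, 665nm emission. Stimulus: a-CD3 beads, no co-stimulation. Cells: primary human leukocytes. Exposure: 48 hr with compound.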
TSHR antag: antagonists of human thyroid stimulating hormone receptor; P16473; TSHR-expressing cells, TSH-stimulated cAMP HTRF, 2 h; active compounds read low; activity change, negative = inhibition, % at 11.5 µM; 0.2% of 330,000 active; AID 504810;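 active means activity change below a set negative limit, meaning inhibition stronger than a set level, cut at about -70% in these data; inconclusive means activity change between two set negative limits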; further: on the % scale 0 is the no-effect control and ±100 the full control effect
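Antagonism was scored as loss of TSH-driven cAMP in TSHR cells, stimulated with 4nM TSH (EC80) for 2 hours at 37 deg C and detected by homogeneous HTRF competition immunoassay.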
* marks the source's active call; other numbers are inactive results; ? = inconclusive; nt = not tested or not shown; [ ] = remark or other dose. Unless noted, the call rests on the fitted dose curve; in most records, active means well fitted curve in the direction sought with a large enough effect; inconclusive means small, poorly fitted or top-dose-only effect, or another doubt; inactive means no such curve, though single readings can be large; an effect the other way counts as inactive or inconclusive.

SMILES | CXXC DNA block | AT treatment | Giardia kill | GALK inhibitor | Coupling enz | Tb PFK inh | hERG WT inh | BCR signal inh | TCR activator | TSHR antag
O=C(Nc1cc(Cl)ccc1N1CCCC1)C1=COCCO1 | nt | 0.5% | 8.2 | nt | nt | 4.5% | -0.7 | -0.8% | -1.8% | -13.7
CCC(CO)NCC(O)COCc1ccc2c(c1)OCO2 (stereo not drawn) | 6.5% | 1.8% | -16.5 | -0.2% | 1.7 | -5.3% | -2.8 | ? | 10.9% | 3.7
O=C1Nc2ccc(Br)cc2/C1=N/N=C/C1=C(N2CCOCC2)C(=C\c2ccccc2)/CC1 | -3.4% | 3.5% | -11.0 | 7.0% | -2.2 | -4.2% | -4.3 | ? | 7.4% | -2.2
COC(=O)c1ccc2c(=O)n(Cc3ccco3)c(SCC(=O)Nc3ccc(C)c(Cl)c3)nc2c1 | 20.5% | -2.6% | 3.8 | -1.0% | 1.8 | -14.0% | -18.3 | ? | 1.6% | 7.2
CSc1ccccc1C(=O)Nc1ccccc1C(=O)NC(C)C | -5.7% | -4.7% | -4.5 | -0.1% | -4.0 | -0.3% | -9.9 | -1.8% | -1.9% | -6.6
O=c1nc(-c2ccccc2)cn[nH]1 | -5.9% | 20.5% | -8.2 | -0.1% | 2.0 | -7.7%[0.46 µM] | -2.2 | ? | -13.8% | 21.4
CCC(CC)=NNC(=O)c1ccccc1OCc1ccc(F)cc1 | 6.0% | 1.6% | -5.9 | -1.0% | 0.5 | 0.3% | 15.9 | ? | -0.2%[46.1 µM] | -3.6
Cc1ccc2c(CN3CCN(CCO)CC3)cc(=O)oc2c1 | 25.8% | 3.2% | -6.3 | 5.8% | 1.7 | 0.0% | 16.3 | -1.2% | 2.0% | -1.8
COC(=O)CC/C(O)=C1\C(=O)CC(C)(C)CC1=NCc1nc2ccccc2[nH]1 | 2.8% | 2.0% | 6.9 | -0.4% | 1.0 | -4.0% | 20.6 | 7.7% | 8.4% | -15.1
CC(C)Nc1nc(NC(C)C)nc(Oc2ccc(OCc3ccccc3)nn2)n1 | -17.8% | -4.1% | 9.6 | 0.2% | 0.7 | -3.7% | -7.7 | -14.7% | 4.1% | 6.8
COc1ccc2nc(/N=C/c3cccc(OC)c3O)sc2c1 | 6.2% | -6.5% | 6.5 | 7.2% | 1.6 | -12.9% | 0.1 | -8.7% | -0.6% | 1.7
Cc1ccc(S(=O)(=O)NC(=NCc2ccccc2)c2ccc(F)cc2)cc1 | 7.0% | -0.7% | 5.2 | -3.3% | nt | -2.4% | -2.5 | ? | -1.3% | -4.2
CCOc1ccc(S(=O)(=O)N2CCN(CN3C(=O)CC4(CCCC4)C3=O)CC2)cc1 | nt | 17.1% | -21.5 | nt | nt | 5.0% | 6.1 | -1.2% | 0.5% | 23.5
Cc1ccn2c(=O)nc(SCC(=O)N3CCN(c4ccccc4)CC3)nc2c1 | nt | 6.5% | 2.4 | nt | nt | -21.3% | -12.7 | 1.5% | 2.3% | -0.7
Cc1nn(Cc2ccc([N+](=O)[O-])cc2)c(=O)n1-c1ccccc1 | 5.9% | 0.8% | 5.0 | -1.1% | -1.4 | -9.4% | 4.4 | 9.0% | -1.9% | 5.0
CC(Oc1ccc2c(-c3ccccc3)cc(=O)oc2c1)C(=O)NCC(O)c1ccccc1 (stereo not drawn) | -12.2% | 7.7% | 5.4 | nt | 3.6 | -1.2% | 0.4 | -2.7% | 3.7% | -8.1
Cc1cc(NC(=O)CN2CCC(C)CC2)no1 | -3.2% | 6.2% | 20.9 | -0.1% | 0.1 | -1.1% | -1.2 | 2.0% | 0.8% | 6.7
CC(=O)NCCc1nc2ccccc2n1CCOc1ccc(C)cc1 | -10.6% | 1.5% | -9.9 | nt | 2.4 | -6.4% | 5.2 | -1.5% | 1.1% | -4.1
O=C(O)/C=C/c1ccc(OCc2cccc(F)c2)cc1 | 3.4% | -2.6% | 7.4 | 6.6% | 17.1 | -13.2% | 3.6 | ? | 0.7% | -10.0
CN(C)/C=C/C(=O)c1cnc2n(c1=O)CCS2 | -1.3% | -2.0% | -0.7 | -1.2% | -3.8 | 0.5% | -20.9 | -2.2% | -2.0% | 4.2
Cc1ccc(-c2ccc(S(=O)(=O)NCC3CCCO3)cc2)cc1 (stereo not drawn) | 21.0% | 7.3% | 4.5 | -2.5% | 3.5 | 2.6% | nt | ? | -2.6% | 2.4
O=C(O)C1CCCN1c1nc(-c2ccc(Cl)c(Cl)c2)cc(C(F)(F)F)n1 (stereo not drawn) | nt | -1.7% | 6.9 | nt | nt | 18.1% | -0.1 | ? | -0.1% | -10.8
O=C(COC(=O)c1cc2c(s1)CCCC2)NCc1ccccc1Cl | 2.9% | 5.3% | -2.8 | 0.4% | 0.6 | -8.1% | 1.6 | -2.2% | 2.3%[46.1 µM] | -14.2
CN(C)CCNC(=O)c1cccc(S(=O)(=O)Nc2ccccc2F)c1 | -9.1% | 17.1% | -4.6 | 0.0% | 2.5 | 3.9% | 1.5 | 2.3% | -7.0% | -34.4
COc1cc(OC)c(C2C(C#N)=C(N)OC3=C2C(=O)CC(C)(C)C3)cc1OC (stereo not drawn) | 12.0% | -0.7% | -9.2 | -0.1% | -11.9 | 0.3% | 16.1 | 1.3% | 1.5% | 9.7
The list goes on.
SMILES | CXXC DNA block | AT treatment | Giardia kill | GALK inhibitor | Coupling enz | Tb PFK inh | hERG WT inh | BCR signal inh | TCR activator | TSHR antag
COc1ccc(C(=O)CSc2n[nH]c(N)n2)cc1 | 10.1% | -1.0% | 2.4 | -3.4% | 2.1 | -9.6% | -2.2 | 6.8% | 5.7% | 3.0
O=C1C2C3C=CC(C3)C2C(=O)N1CCc1ccccc1 (stereo not drawn) | -0.1% | nt | 9.5 | 4.0% | 5.5 | 0.9% | -18.9 | 20.4% | 0.0% | -18.0
CCOC(=O)C1=C(COC(=O)/C=C/c2cccc(OC)c2)NC(=O)NC1C (stereo not drawn) | 24.3% | -1.7% | 7.6 | 4.3% | nt | -4.7% | -9.4 | ? | -2.3% | 8.8
CCN1CCN(CCCNC(=O)c2ccc3c(c2)N(Cc2ccc(C)cc2)CCS3)CC1 | -1.6% | -2.2% | -13.6 | 0.2% | nt | 1.4% | 11.1 | -9.0% | -5.0% | -2.6
O=C(NNc1c(F)c(F)cc(F)c1F)C1CCN(S(=O)(=O)c2ccccc2F)CC1 | nt | -7.5% | -1.6 | nt | nt | -7.9% | -2.0 | 0.5% | 1.7% | nt
CCCCc1cc(-c2n[nH]c(=S)o2)c2ccccc2n1 | -7.9% | 13.0% | -18.3 | -3.6% | 7.5 | -0.9% | -2.8 | -1.5% | -2.2% | 13.1
CC[C@@H]1CCCCc2ccccc2[C@@H](C(=O)C[C@H](O)CC(C)=O)OC1=O | nt | 26.7% | -22.9 | nt | nt | 0.0% | -26.1 | 13.5% | -4.4% | -4.6
CN(Cc1cccs1)C(=O)CCNS(=O)(=O)c1ccc(Br)cc1 | nt | -5.0% | -4.3 | nt | nt | -7.0% | 0.8 | 3.7% | -3.4% | -15.4
O=C(CCCCCNC(=O)N1CCn2c1nc1ccccc12)NCc1ccc(Cl)cc1 | -0.4% | 2.0% | -6.4 | -3.9% | -2.2 | -9.9% | -5.9 | 0.5% | 1.0% | -9.4
COc1ccc(OCc2nnc(SCC(=O)Nc3ccccc3C#N)o2)cc1 | 7.7% | 4.1% | -23.2 | -1.1% | 0.0 | 3.5% | 1.8 | -20.0% | -1.3% | -4.6
C=CCn1c(SCC(=O)N(CC)C2CCS(=O)(=O)C2)nc2cc(C(=O)O)ccc2c1=O (stereo not drawn) | nt | -3.7% | 3.3 | nt | nt | -7.6% | -11.2 | -0.4% | nt | 34.6
CCc1ccc(N2CC(C(=O)Nc3ccccc3F)CC2=O)cc1 (stereo not drawn) | -0.5% | -13.5% | 3.9 | -0.1% | 5.7 | -2.5% | -11.4 | 16.8% | nt | -1.3
CCCn1cnc2c(N)c(C)c(C)cc21 | 0.4% | 1.1% | 0.0 | -2.9% | -2.1 | -7.3% | -4.6 | 1.8% | -1.7% | -0.5

Fetched by structure from the entries so far (3):
SMILES | CXXC DNA block | AT treatment | Giardia kill | GALK inhibitor | Coupling enz | Tb PFK inh | hERG WT inh | BCR signal inh | TCR activator | TSHR antag
CN(Cc1cccs1)C(=O)CCNS(=O)(=O)c1ccc(Br)cc1 | nt | -5.0% | -4.3 | nt | nt | -7.0% | 0.8 | 3.7% | -3.4% | -15.4
O=c1nc(-c2ccccc2)cn[nH]1 | -5.9% | 20.5% | -8.2 | -0.1% | 2.0 | -7.7%[0.46 µM] | -2.2 | ? | -13.8% | 21.4
COC(=O)c1ccc2c(=O)n(Cc3ccco3)c(SCC(=O)Nc3ccc(C)c(Cl)c3)nc2c1 | 20.5% | -2.6% | 3.8 | -1.0% | 1.8 | -14.0% | -18.3 | ? | 1.6% | 7.2
